Compound activity from PubChem BioAssay.
KCC2 mod: KCC2 (human) Cl- transport modulation; actives 2.2% (n = 190,000); KCC2 cells, thallium flux FluoZin-2 fluorescence; B-score of Tl+ flux slope (higher = more flux/activation; lower = inhibition) at 10 µM;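 active = thallium flux slope and its plate-corrected score both differing from the plate sample mean at a set confidence after two filtering rounds, in either direction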;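 note: slope of fluorescence scaled to starting intensity during 10 to 20 s after thallium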
Target sequence (Q9H2X9 whole entry, looked up): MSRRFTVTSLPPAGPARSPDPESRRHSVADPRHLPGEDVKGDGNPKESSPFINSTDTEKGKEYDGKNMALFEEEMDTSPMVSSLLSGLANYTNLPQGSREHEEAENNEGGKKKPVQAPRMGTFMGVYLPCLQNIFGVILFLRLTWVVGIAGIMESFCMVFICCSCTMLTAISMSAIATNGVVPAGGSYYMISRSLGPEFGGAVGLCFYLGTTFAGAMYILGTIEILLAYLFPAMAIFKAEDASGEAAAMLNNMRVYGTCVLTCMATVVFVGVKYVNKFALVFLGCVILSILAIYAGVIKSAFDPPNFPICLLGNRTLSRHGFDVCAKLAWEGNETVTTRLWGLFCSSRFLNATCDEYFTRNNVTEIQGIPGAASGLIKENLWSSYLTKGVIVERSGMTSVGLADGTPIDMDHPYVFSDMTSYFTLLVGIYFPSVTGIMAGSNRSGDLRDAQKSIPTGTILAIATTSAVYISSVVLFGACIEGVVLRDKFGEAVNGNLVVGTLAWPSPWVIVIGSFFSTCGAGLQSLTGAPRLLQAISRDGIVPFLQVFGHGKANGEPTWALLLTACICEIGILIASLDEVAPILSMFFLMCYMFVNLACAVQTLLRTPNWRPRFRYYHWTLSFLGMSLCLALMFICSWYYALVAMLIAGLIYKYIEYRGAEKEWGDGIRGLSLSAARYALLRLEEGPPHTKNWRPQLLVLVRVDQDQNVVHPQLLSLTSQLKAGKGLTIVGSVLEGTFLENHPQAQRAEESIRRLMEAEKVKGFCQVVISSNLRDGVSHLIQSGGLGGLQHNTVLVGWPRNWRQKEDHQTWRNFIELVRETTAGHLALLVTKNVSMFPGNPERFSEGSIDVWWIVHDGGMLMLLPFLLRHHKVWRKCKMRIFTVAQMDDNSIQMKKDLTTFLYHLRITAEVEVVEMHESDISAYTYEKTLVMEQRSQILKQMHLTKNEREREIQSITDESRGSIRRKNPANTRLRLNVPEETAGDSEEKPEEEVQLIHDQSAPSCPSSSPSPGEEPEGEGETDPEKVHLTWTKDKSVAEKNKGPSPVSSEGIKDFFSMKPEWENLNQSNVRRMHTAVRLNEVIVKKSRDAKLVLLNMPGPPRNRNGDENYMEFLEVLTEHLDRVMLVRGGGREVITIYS
TbHK1 inh: blocks Trypanosoma brucei hexokinase 1 activity; recombinant TbHK1, G6PDH-coupled NADH A340; actives 0.11% (n = 220,000); inhibition, % at 10 µM;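 active = inhibition of 50% or more in the single-dose primary screen; inactive = inhibition below 50%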
TRPML3 ag: activates the human TRPML3 channel; Q8TDD5; HEK293 TRPML3-YFP, Fluo-8 calcium fluorescence; 100% = the carbachol control signal; activation, % at 3 µM; actives 0.29% (n = 220,000); AID 1448;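 active = activation above its plate's cutoff, the mean activation of the plate's test wells plus 3 SD, cut at about 12% in these data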;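 note: 0% = DMSO only wells and 100% = carbachol wells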
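Test system: TRPML3-YFP stable HEK293 cells. Doses: single point at 3 µM. Incubation: dye loading 1 h 37 °C then 30 min ambient, 125 s read. Signal: Fluo-8 calcium dye fluorescence, ex 470-495, em 515-575 nm. Measure: percent activation from peak-to-basal fluorescence ratio, scaled between DMSO and carbachol.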
EBV gp42 inh: blocks Epstein-Barr virus glycoprotein 42 binding. Fluorescence polarization binding assay, mP read-out. inhibition, % (tested at 21.74 µM). actives 0.42% (n = 220,000); in the data active = inhibition above about 50%
Furin inhibitor: blocks human furin protease activity; P09958; purified furin, fluorogenic substrate cleavage; inhibition, % at 30 µM; actives 0.061% (n = 220,000); in the data active = inhibition above about 25%; note: inactives centre near -15
TRPN1 ag: zebrafish TRPN1 (NompC) channel agonism | HEK293 zebrafish TRPN1-YFP, Fluo-8 calcium fluorescence; 100% = response to 87 µM carbachol | activation, % at 3 µM | actives 0.18% (n = 220,000);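 active = activation above its plate's cutoff, the mean activation of test wells on that plate plus 3 SD, cut at about 19% in these data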;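 note: 0% = DMSO alone and 100% = 87 µM carbachol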
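System: zebrafish TRPN1-YFP in HEK293 cells / Dosing: 3 µM single point / Timing: dye loading 1 h at 37 °C, then 30 min room temperature / Signal: Fluo-8 calcium fluorescence, excitation 470-495 nm, emission 515-575 nm / Read-out basis: percent activation from peak over basal fluorescence ratio, control-normalized / Control set: high carbachol 87 µM, low DMSO alone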
Calpain2 inh: inhibitors of pig calpain II | purified calpain II, fluorogenic peptide substrate, 30 min | inhibition, % at 16 µM | actives 0.37% (n = 220,000) | AID 1236;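 active = inhibition above about 50%, limit read from the data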
PPC-1+TRAIL kill: compounds killing PPC-1 cancer cells with TRAIL present (potentiator screen, no TRAIL-free arm) | PPC-1 cells + TRAIL, ATPLite viability luminescence | cell killing (% activity), % at 4 µM | actives 0.41% (n = 220,000) | AID 1443;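 active = cell killing above 50% in the first pass at 4 µM, then a duplicate retest at 5 µM averaging 50% or more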;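 note: plate controls were cells with TRAIL plus DMSO for no effect and medium-only wells lacking cells for full effect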
thrombin 1536: thrombin (human) inhibition. P00734. alpha-thrombin, Boc-VPR-AMC fluorogenic substrate cleavage. inhibition, % at 5 µM. actives 0.26% (n = 220,000). AID 1046;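 active = inhibition at or above 40%; inactive = inhibition below 40%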;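 note: 0% = enzyme with no compound and 100% = wells without enzyme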
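System – human alpha-thrombin protein · Reagent – Boc-VPR-AMC substrate, 15 µM final · Compound – 5 µM single dose in 0.2% DMSO · Schedule – reaction at room temperature · Technique – AMC fluorescence at 355 nm excitation and 460 nm emission · Read-out basis – % inhibition relative to enzyme controls and enzyme-free blanks · Control set – no-compound enzyme wells and no-enzyme blanks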
* = called active by the depositor; i = inactive; . = not tested or not shown; [ ] = remark or other dose.

SMILES	KCC2 mod	TbHK1 inh	TRPML3 ag	EBV gp42 inh	Furin inhibitor	TRPN1 ag	Calpain2 inh	PPC-1+TRAIL kill	thrombin 1536
CN(CC(=O)Nc1ccc(C#N)cc1)Cc1ccc(Cl)cc1Cl	-0.86	2	0.1	8	-7[20 µM]	-0.9	25	-11	25
Cc1ccc(S(=O)(=O)Nc2cccc(-c3ccc4nnc(C)n4n3)c2)s1	-0.015	-1	0.9	7	-22	1.1	1	9	2
COc1ccc(CC(NC(C)=O)C(=O)NC2CCN(c3nc(C)cc(C)c3C#N)CC2)c(OC)c1 (stereo not drawn)	-0.059	-5	0.5	-7	-10	1.5	-85	7	0
O=C(NCC(c1cccnc1)N1CCN(c2ccccc2F)CC1)c1ccccc1 (stereo not drawn)	-0.64	-9	0.8	-7	-23	0.2	-8	7	-5
COC(=O)c1cc(C(=O)N2CCN(c3ccccc3OC)CC2)cc([N+](=O)[O-])c1	-0.046	8	0.4	-11	1	-0.4	14	7	-10
CCCNS(=O)(=O)c1ccc(OCC(=O)OC)cc1	0.29	3	0.0	-13	6[20 µM]	0.2	8	36	-1
Cc1ccc(C(=O)COC(=O)CSc2cccc3cccnc23)c(C)c1	-0.5	-2	0.2	.	-3[20 µM]	-1.5	.	.	.
COC(=O)C1=C(CSc2nncn2C)NC(=O)NC1c1ccc(F)cc1 (stereo not drawn)	0.9	-1	-0.4	-21	-16[20 µM]	0.4	-5	-7	0
COc1cc(CNC2CCCCCC2)cc(OC)c1	0.61	-1	1.1	1	-10[20 µM]	-1.2	-13	11	-5
O=S(=O)(N/N=C/c1ccc(F)cc1)c1ccccc1	-0.14	-6	3.0	-7	-31	0.6	-2	18	-6
Cc1cc(C(=O)N/N=C/c2ccco2)c2ccccc2n1	0.63	16	-0.1	0	2	0.7	21	8	-4
COc1ccc2c(c1)C(C1=C(O)CC(C)(C)CC1=O)C1=C(CC(C)(C)CC1=O)O2 (stereo not drawn)	.	-5	0.6	-9	-15[20 µM]	1.1	0	12	-3
NCCc1c(-c2ccccc2)n(-c2ccccc2)c2ccccc12	0.12	22	2.0	-9	-18	2.6	-41	10	-4
CCOc1cccc2cc(C(N)=O)c(=NCc3ccccc3)oc12	0.44	5	0.3	-34	2[20 µM]	0.5	8	18	4
O=C(c1nc(SCc2ccc([N+](=O)[O-])cc2)n2ccccc12)C(F)(F)F	-1.8	-26	-0.5	-9	-9	0.4	-6	6	1
CCC(C)c1ccc(OCCCCN2CCOCC2)cc1 (stereo not drawn)	.	-14	0.5	-12	-17[20 µM]	-0.8	-12	5	-1
Cc1cccc(OCC(=O)Nc2ccccc2C(F)(F)F)c1	0.81	9	-0.4	3	-7	0.3	16	31	-2
N/C(Cn1cncn1)=N\NC(=O)c1ccc(Cl)cc1Cl	-0.41	6	1.0	3	-25	2.0	-2	2	0
COc1ccc(N(CC(=O)Nc2cc(OC)ccc2OC)S(=O)(=O)c2c(C)nn(C)c2C)cc1	-2.1	-15	-0.1	-22	-10	0.0	-27	9	-4
COc1cc(-c2ncc3ccccn23)cc(OC)c1OC	0.84	-29	0.3	-12	-7[20 µM]	-0.9	-286	10	0
COc1ccc(NCC(=O)N/N=C/c2ccc3c(c2)OCCO3)cc1	-0.044	-1	0.7	-6	-21	0.5	3	-4	-3
CCOc1cc(-c2ccccc2)nc(N)n1	0.87	1	-0.5	-24	-29	-0.8	15	18	-10
Cc1c(NC(=S)NC(NC(=O)C(C)C)C(Cl)(Cl)Cl)c(=O)n(-c2ccccc2)n1C (stereo not drawn)	0.49	4	0.8	2	-14	0.7	-3	17	-15
C/C(=C(/NC(=O)c1ccccc1)C(=O)O)c1ccco1	1.4	-4	0.3	0	-26	1.2	-5	14	0
CSc1ccc2c(c1)N(CCC1CCCCN1C)c1ccccc1S2 (stereo not drawn)	-0.25	-11	1.5	5	-13	2.5	4	20	-4
COc1ccc(C2=CC(c3ccco3)n3ncnc3N2)cc1 (stereo not drawn)	i	-12	1.1	88*	-17	0.6	i	17	-13
O=[N+]([O-])C(=C1Nc2ccccc2N1)C(Cl)=C(Cl)Cl	-1.1	-25	0.5	-24	17	2.0	46	-2	-2
Cc1cc(=O)c2ccccc2[nH]1	.	41	0.9	1	-22	0.2	11	14	-4
CC1(C)CC[C@]2(C(=O)O)CC[C@]3(C)C(=CCC4[C@@]5(C)CC[C@H](O)C(C)(C)C5CC[C@]43C)C2C1 (stereo partly drawn)	0.95	7	0.1	-17	-39	0.6	-76	21	0
CCOC(=O)Cc1csc(NC(=O)C2C3C=CC(C3)C2C(=O)O)n1 (stereo not drawn)	1.3	-3	-0.4	-11	-10[20 µM]	-0.2	6	15	4
Cc1ccc(OCc2nc(C#N)c(NCc3ccc4c(c3)OCO4)o2)cc1	-4.9	9	-0.5	-9	-2[20 µM]	-1.9	30	1	-3
C=CCN(C(=O)c1cccc(C(F)(F)F)c1)C1(C(=O)Nc2ccccc2)CCN(C(C)C)CC1	0.41	5	0.5	2	-16	-1.0	9	-10	1
O=C(NC1CCCCC1)NC1CC2CCCC(C1)N2C1CCCC1 (stereo not drawn)	-0.84	-2	0.4	-5	-3[20 µM]	1.5	-22	7	0
Cc1cccc(-n2c(=O)c(C#N)cc3c(=O)n4ccccc4nc32)c1	-0.03	-9	-0.3	27	-111[20 µM]	0.1	i	0	-27
CC1CCCCN1C(=O)c1cc2nc(-c3ccccc3)cc(-c3ccccc3)n2n1 (stereo not drawn)	-0.79	-11	-0.5	-13	-11[20 µM]	-0.6	-98	28	-2
C=CCNC(=O)CC(=O)N/N=C/c1cccc(Br)c1	0.34	-1	0.3	-7	-17[20 µM]	2.7	-4	23	3
CCOC(=O)NC(=O)c1cn(Nc2ncc(Cl)cc2C(F)(F)F)c(=O)[nH]c1=O	.	-9	1.1	-11	-8	1.9	-3	2	-8
O=C(OCC(=O)N1c2ccccc2Sc2ccccc21)C1CC(=O)N(Cc2ccco2)C1 (stereo not drawn)	-0.21	2	2.6	-25	-2	2.2	-4	-8	-1
C/C=C(\C)C(=O)NCCN1C2=NC[C@H](C(C)C)N2C[C@@H]1Cc1ccc(OC)cc1	1.9	-4	-0.1	-8	-26	0.2	6	-1	1
CS(=O)(=O)N(CCC#N)Cc1ccco1	-0.22	-5	0.7	4	-14	-0.6	-22	.	-3
O=C(Nc1ccc(Cl)c(Cl)c1)Nc1cc(C(=O)NC2CC2)ccc1Cl	-0.46	11	0.4	-26	-21	0.6	-7	-2	2
COc1ccc(NC(=O)/C(N=Nc2cc(S(=O)(=O)Nc3ccc(OC)cc3)ccc2OC)=C(\C)O)cc1	0.2	-4	0.9	0	-16	0.5	31	7	-2
COc1ccccc1C(=O)NCc1ccccn1	0.19	-3	0.2	-18	-26	-0.8	-14	0	-13
CCOC(=O)c1sc2ncnc(N3CCN(C)CC3)c2c1C	0.96	-23	0.5	10	-16	0.2	-14	27	1
Cc1ccccc1N=C(NO)c1nonc1N	0.71	1	0.4	-6	-15	1.0	22	16	-10
Cc1ccc(-c2nc3ncccn3c2NC(=O)C2CC2)cc1	1.4	-19	0.0	-11	-13	0.6	i	3	-1
COc1ccc(CCNCC(=O)Nc2ccccc2C(F)(F)F)cc1	0.57	-2	0.2	-4	-21	-0.1	3	-5	-7
O=C(CSc1ccc2nnc(-c3cccnc3)n2n1)NCc1ccc2c(c1)OCO2	1.4	-1	1.3	-9	-12	1.4	-13	-6	-5
O=C(O)CNC(=O)/C(=C\c1cccc([N+](=O)[O-])c1)NC(=O)c1ccco1	-0.014	-17	0.5	-8	-18	-0.1	-3	6	0
COC(=O)/C(=C1\Oc2ccc(C(C)(C)C)cc2S1)C(F)(F)F	0.52	-2	0.4	-7	-13	0.3	26	19	0
(list continues)
SMILES	KCC2 mod	TbHK1 inh	TRPML3 ag	EBV gp42 inh	Furin inhibitor	TRPN1 ag	Calpain2 inh	PPC-1+TRAIL kill	thrombin 1536
O=C(Nc1ccc(O)c2c(=O)cc(-c3ccccc3Cl)oc12)c1ccc(Cl)c(Cl)c1	-0.59	-6	.	-9	-31	.	-38	10	-3
C/C(=N\NC(=O)c1ccco1)c1ccc(NC(=O)c2ccccc2)cc1	-1.3	-25	0.5	-10	-28	3.1	-17	22	-6
COc1ccc(/C=N/NC(=O)c2cccc(COCC(F)(F)C(F)F)c2)cc1	-0.81	-12	0.5	-6	-14	0.6	9	8	-8
Cc1cccc(N(C)C(=O)c2coc(=O)c3ccccc23)c1	0.3	0	0.2	-5	-17[20 µM]	-0.9	-14	14	-5
Cc1nnc(SCc2cccc3ccccc23)s1	-0.067	1	-1.0	-6	-14	-2.6	-9	10	1
Cc1cc(S(=O)(=O)NC2CCCCC2)c(C)s1	.	-4	-0.8	-20	-15	0.2	-4	13	0
COc1ccccc1CNCc1cc(OC)c(OC)c(OC)c1	-2.3	14	0.5	1	-5	0.7	8	-3	1
O=C(Nc1nnc(SCC(=O)N2CCCCC2)s1)c1cccs1	.	-57	1.1	-37	-23	0.3	-6	5	-2
COC(=O)[C@H](Cc1ccccc1)NC(=O)NCCc1ccc(S(N)(=O)=O)cc1	1.1	5	0.6	-12	-15	-0.3	-10	-5	-14
O=C(CCS(=O)(=O)Cc1ccccc1)NCCc1ccccc1	-1	-1	0.4	-7	-11	-0.1	2	12	-5

5 of the entries above in order of their number in TbHK1 inh, highest first.
compound,TbHK1 inh
COc1ccccc1CNCc1cc(OC)c(OC)c(OC)c1,14
Cc1nnc(SCc2cccc3ccccc23)s1,1
Cc1cccc(N(C)C(=O)c2coc(=O)c3ccccc23)c1,0
O=C(CCS(=O)(=O)Cc1ccccc1)NCCc1ccccc1,-1
O=C(Nc1ccc(O)c2c(=O)cc(-c3ccccc3Cl)oc12)c1ccc(Cl)c(Cl)c1,-6

Returning to the listing with the 2 entries that preceded the break.
SMILES	KCC2 mod	TbHK1 inh	TRPML3 ag	EBV gp42 inh	Furin inhibitor	TRPN1 ag	Calpain2 inh	PPC-1+TRAIL kill	thrombin 1536
COC(=O)[C@H](Cc1ccccc1)NC(=O)NCCc1ccc(S(N)(=O)=O)cc1	1.1	5	0.6	-12	-15	-0.3	-10	-5	-14
O=C(CCS(=O)(=O)Cc1ccccc1)NCCc1ccccc1	-1	-1	0.4	-7	-11	-0.1	2	12	-5
CCOC(=O)c1c(NC(=O)Cc2cccs2)sc(C(=O)NC2CCCCC2)c1C	0.55	9	-0.9	-9	-28[20 µM]	-0.1	-20	16	3
O=C(CSc1nc2c(cnn2-c2ccc(F)cc2)c(=O)[nH]1)N1CCCCC1	-0.27	5	0.7	-4	-25	0.4	-58	17	0
CCOC(=O)N1CCC(Nc2c(NCCCN(CC)c3cccc(C)c3)c(=O)c2=O)CC1	.	-5	0.4	2	-22	-1.6	-18	0	2
C=CCNC(=O)C1CCN(c2ccc(S(=O)(=O)N3CCOCC3)cc2Cl)CC1	-0.16	-2	0.3	-13	-38	2.3	1	10	-6
COc1ccc(/C=C(/Sc2nnc(-c3ccc(Cl)cc3)o2)C(=O)O)cc1	-0.8	-18	0.9	-4	-23	1.2	-39	20	3
CCOc1cc(-c2noc(N)c2C#N)cc(OCC)c1OCC	-0.91	2	0.1	-8	-4[20 µM]	0.0	-10	31	2
CCCCCn1c(=O)c(Cc2ccccc2)c(O)c2ccccc21	0.12	3	0.6	-18	-12[20 µM]	0.0	-28	18	0
